Compound activity as filed in PubChem.
C8 TRAIL sens = caspase-8 TRAIL sensitization; NB7+C8 cells + TRAIL, ATPlite viability luminescence; AID 624354; inhibition (viability loss, TRAIL sensitization), % at 10 µM; 360,000 compounds, 1% hits;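 active = compounds causing at least 50% loss of cell viability in the single-dose screen, relative to plate controls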
NR2E3 ag-1 = agonists of human nuclear receptor NR2E3. 320,000 compounds, 0.12% hits. inhibition of corepressor binding, % at 4.78 µM. GST-NR2E3/biotin-RetCOR TR-FRET, 1536-well. AID 2300;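 active = percent inhibition above the cutoff of mean plus 3 SD of all tested compounds, set per screening campaign, cut at about 20% in these data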;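 also: 0% = DMSO wells and 100% = biotin wells as full block of FRET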
Target sequence (Q9Y5X4 whole entry, looked up): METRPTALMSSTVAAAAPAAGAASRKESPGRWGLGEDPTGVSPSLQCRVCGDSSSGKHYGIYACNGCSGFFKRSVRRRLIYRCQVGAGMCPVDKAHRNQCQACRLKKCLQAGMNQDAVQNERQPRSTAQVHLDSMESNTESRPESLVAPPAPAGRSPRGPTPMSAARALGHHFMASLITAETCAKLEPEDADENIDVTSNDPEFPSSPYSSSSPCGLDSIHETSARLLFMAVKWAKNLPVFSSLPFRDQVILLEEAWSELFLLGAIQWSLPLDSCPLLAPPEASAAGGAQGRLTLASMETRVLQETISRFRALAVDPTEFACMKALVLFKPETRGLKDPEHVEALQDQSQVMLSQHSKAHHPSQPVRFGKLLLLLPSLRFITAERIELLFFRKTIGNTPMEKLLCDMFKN
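Test system: GST-NR2E3 and biotin-RetCOR proteins | Quantity: 1.35 nM GST-tagged NR2E3 final | Medium: Tris pH 7.5 | Also added: 7 nM biotin-RetCOR | Dosing: Compound at 4.8 µM, single dose | Timing: 5 h at 4 °C | Detection: Time-resolved FRET | Read-out basis: Percent inhibition | Benchmarks: Biotin wells as high control, 0.6% DMSO wells as low control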
Shn3 3UTR inh = inhibitors of Schnurri-3 3'UTR reporter in osteoblasts. 360,000 compounds, 0.52% hits. Clone20 osteoblast Shn3 3'UTR firefly luciferase, 24 h. AID 588674. inhibition, % at 12.5 µM;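 active = mean inhibition of at least 75% with every replicate also reaching 75%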;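 also: 0% = median of neutral control wells and 100% = pilot-screen positive control compound; some compounds past the cut are filed as inactive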
TROY NFkB inh = blocks TROY-dependent signaling in reporter cells | Q293 LMP1-TROYcd NF-kB luciferase reporter, 4 h | inhibition, % at 10 µM | 360,000 compounds, 0.98% hits | AID 1347056;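 active = compounds whose plate-normalised and pattern-corrected inhibition of the luciferase reporter signal at the single screening dose is 50% or more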
TRPM1 prom inh = inhibitors of MITF-driven TRPM1 promoter in melanoma cells | 330,000 compounds, 0.83% hits | SK-MEL-5 TRPM1 promoter luciferase, 24 h | AID 488899 | inhibition, % at 12.5 µM;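 active = mean inhibition across replicates of 60% or more, whatever share of single replicates reaches that level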; also: values of inactives mirror those of a sister screen read the other way
KKLEB tox = reduces viability of KKLEB cystic fibrosis airway cells. KKLEB CF airway cells viability, ATPlite luminescence, overnight; hits give low values; cells stimulated with P. aeruginosa culture filtrate. activity change (cytotoxicity), % at 5 µM. 360,000 compounds, 0.36% hits. AID 602141;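 active = corrected activity change at or below -50% at 5 µM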
CF NFkB block = cystic fibrosis NF-kB activation inhibition | KKLEB NF-kB-GFP reporter, PAF-induced, GFP fluorescence overnight | inhibition, % at 5 µM | 360,000 compounds, 0.86% hits | AID 588850;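 active = at least 50% inhibition at 5 µM, scaled per plate between neutral and stimulator controls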;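 also: PAF is a Pseudomonas aeruginosa culture filtrate used as stimulus; plate controls were PAF-stimulated DMSO wells for no effect and unstimulated DMSO wells for full effect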
TWEAK Fn14 block = inhibitors of TWEAK-Fn14 interaction signaling | TWEAK-stimulated Fn14 reporter cells, luciferase luminescence, 8 h | AID 1159606 | 360,000 compounds, 2% hits | inhibition, % at 10 µM; in the data active = inhibition above about 50%
NR2E3 ag-2 = activates human NR2E3 receptor | Q9Y5X4 | CHO-S Gal4-NCOR/VP16-NR2E3 two-hybrid, luciferase | inhibition of corepressor binding, % at 3.98 µM | 360,000 compounds, 0.35% hits | AID 602229;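 active = inhibition above the mean of all tested compounds plus 3 SD, cut at about 70% in these data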;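 also: 0% = DMSO with NR2E3 transfected cells and 100% = cells lacking NR2E3 construct; higher means lower luciferase signal from less NR2E3 corepressor binding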
Peg3 prom inh = inhibitors of Peg3 promoter; inhibition, % at 20 µM; HeLa PEG-Prom luciferase reporter, luminescence, overnight; 360,000 compounds, 1.7% hits;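 active = inhibition of at least 50% at 20 µM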
HIF-2a inh = inhibitors of HIF-2a. AID 624352. 786-0 RCC cells HIF-2a reporter, luciferase luminescence, overnight. inhibition, % at 18.8 µM. 360,000 compounds, 0.72% hits;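 active = inhibition of the luminescence signal of 40% or more relative to plate controls, in a single-dose primary screen at 18.75 µM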
* marks the source's active call; other numbers are inactive results; . = not tested or not shown. Only part of the results is shown (hit frequency here may not be typical).

SMILES	C8 TRAIL sens	NR2E3 ag-1	Shn3 3UTR inh	TROY NFkB inh	TRPM1 prom inh	KKLEB tox	CF NFkB block	TWEAK Fn14 block	NR2E3 ag-2	Peg3 prom inh	HIF-2a inh
CCc1ccc(CN2CCC(C(=O)Nc3ccc(Oc4ccccc4)nc3)CC2)o1	13	0	42	16	23	-3	-20	13	-3	16	18
O=C(CCC(=O)Nc1ccccc1)NNC(=O)CCc1ccccc1	-3	1	-29	0	5	9	-10	-3	-4	13	5
c1ccc(-c2nc(-c3ccc(-c4ccon4)s3)no2)cc1	4	2	-164	-73	-71	-2	-4	-10	-59	-334	-398
C/C(=N\Nc1ccc(S(=O)(=O)Nc2ccccc2)cc1[N+](=O)[O-])c1ccc(N2CCOCC2)cc1	18	0	28	6	8	-25	18	-3	-9	13	19
C/C(=N/NC(=O)c1nnn(-c2nonc2N)c1COc1ccccc1)c1ccc(O)cc1	0	-4	-68	2	-11	-16	19	-16	11	19	15
CN1C(C(=O)NCc2cccc(Br)c2)CC2Cn3c(nc4ccccc43)C21 (stereo not drawn)	-9	2	-2	15	11	7	18	-1	6	-1	12
O=C(NCc1nc2ccccc2[nH]1)C1=C[C@H](c2ccccc2)C[C@H](OCc2ccc(CO)cc2)O1	-2	0	1	-7	-8	-1	-6	-2	-31	2	2
CCCN1CCN(C(=O)Cn2cnc3ccc(S(=O)(=O)N4CCC(C)CC4)cc3c2=O)CC1	-12	0	3	23	-10	-3	-8	7	-16	14	16
CC(C)Oc1cccc(C(=O)C2CCCN(C(=O)c3ccccn3)C2)c1 (stereo not drawn)	-6	-2	18	-6	13	1	2	6	-26	-17	-20
Cc1csc(NC(=O)c2cccnc2Cl)n1	5	1	-72	-20	-33	5	-12	24	-65	-110	-158
CCc1cc(C(=O)Nc2ccccc2N2CCOCC2)sc1C	-3	-1	-8	-6	-2	-3	-13	-8	-4	-3	-30
COCCCn1c(O)c(/C=C2\N=C(C#N)C(=Nc3ccc(C)cc3)O2)sc1=S	45	1	.	-19	21	-40	20	2	-9	-63	-250
CN1C(=O)c2cccc3c(S(=O)(=O)N4CCCC4C(=O)O)ccc1c23 (stereo not drawn)	15	6	-18	7	-4	-2	21	-5	-10	7	7
CCC1(c2ccc(OC)cc2)NC(=O)N(CC(=O)c2ccc3c(c2)OCCO3)C1=O (stereo not drawn)	-11	5	10	-16	9	3	24	-6	5	-3	3
Cc1cc(O)c(C=Nc2cccc(Cl)c2)c(=O)o1	-14	5	0	1	.	3	-38	28	-31	2	5
COc1ccccc1Nc1nc(N)nc(CN2CCCCCC2)n1	0	-3	7	-10	-3	11	-8	-30	-11	-5	-1
CCN(CCn1cccn1)C(=O)CC1C(=O)NCCN1Cc1ccc(F)cc1 (stereo not drawn)	2	5	9	-1	-4	3	9	-7	13	-3	4
CCOC(=O)c1c(C)[nH]c(C(=O)NCCN2CCOCC2)c1C	-8	-2	-16	-6	9	-20	-1	27	0	-7	-1
O=C(NC1CCCC1)C1CCN(c2cnccn2)CC1	-3	-1	-10	-7	7	10	2	8	8	23	3
COC(=O)[C@H](C)NC(=O)Nc1ccccc1F	-3	-1	-26	5	1	1	16	-10	-3	9	9
COc1cccc(CN(C)C[C@H]2OCc3cnnn3CCCC(=O)N([C@H](C)CO)C[C@@H]2C)c1	-7	.	5	-20	.	-3	-2	-11	-2	-3	10
N#Cc1cc([N+](=O)[O-])ccc1NC(=O)COC(=O)CN1C(=O)C2CCCCC2C1=O (stereo not drawn)	-15	.	8	3	14	-4	0	31	-19	-1	-6
Cc1ccc(F)c(N=Cc2c(O)c3ccccc3oc2=O)c1	-19	2	-11	19	-1	-7	17	3	-19	22	-15
CC(C)c1ccccc1OCCNC(=O)c1cncc(Br)c1	8	3	20	14	4	-2	10	-6	6	2	19
COc1cc(Cl)ccc1NC(=O)COc1ccccc1C(=O)NN	-9	3	-6	-11	24	1	-9	-9	-17	6	16
Cc1ccc(N2CCN(CC(O)COc3cccc4ccccc34)CC2)cc1 (stereo not drawn)	-7	-1	-4	4	3	0	-1	-1	-2	14	0
COC(=O)c1ccc(C(=O)OC)c(NC(=O)C2CCCO2)c1 (stereo not drawn)	13	-1	-22	-3	8	10	3	4	6	-2	-14
O=C(c1ccccc1)c1cc(-c2ccccc2)on1	19	2	-45	20	-54	-14	-4	40	-124	-230	-298
COCCCN1C2=C(C(=O)CC(C)(C)C2)C(c2ccc(OC)c(OC)c2)C2=C1CC(C)(C)CC2=O	11	.	2	-11	14	-15	-18	8	-14	1	12
COC(=O)c1ccccc1NC(=O)COC(=O)CSc1nnc(N)s1	-1	-1	-10	-7	-1	-16	16	3	-7	3	9
Cc1ccc(OCc2n[nH]c(=S)n2N)cc1C	0	4	2	4	-9	-3	-3	-7	-23	-6	6
Cc1cc(C)nc(NC(=O)c2ccc(Br)s2)n1	7	-2	-3	-13	-8	-5	21	-3	16	-5	-14
Cc1cc(N=Nc2ccc(Cl)cc2)cc(CN2CCOCC2)c1O	-1	3	11	-24	2	0	11	-6	9	2	-35
CCC(C)(C)NC(=O)CN(C(=O)CNS(=O)(=O)c1ccccc1)c1ccc2c(c1)OCCO2	-10	3	-3	15	5	-3	-13	21	-5	17	10
O=C(O)c1cc(S(=O)(=O)N2CCOCC2)ccc1N1CCCCC1	-1	-3	-4	8	7	1	2	-5	16	-16	2
O=C(O)C1Sc2[nH]c(=O)sc2C2c3ccc(O)cc3OC(=O)C12 (stereo not drawn)	-4	-7	-14	13	4	1	6	3	-3	11	21
COc1cc(NC(=O)c2cccc(S(=O)(=O)N3CCCCC3)c2)cc(OC)c1OC	7	.	21	6	11	17	-11	-19	5	9	20
CC(C)NC(=O)COC(=O)c1ccccc1Oc1ccccc1	3	3	9	12	-4	2	8	-7	-4	12	9
CCCN(CC1CC1)C(=O)COC(=O)c1oc2c(F)cccc2c1C	-2	-1	53	16	0	18	-15	-18	5	-9	-3
CC1CCN(CCCNC(=O)c2ccc(CS(=O)(=O)Cc3ccc(Cl)cc3)o2)CC1	-14	-2	-2	8	-19	14	1	8	11	-13	5
CCCCCC(C)NC(=O)c1cc(S(=O)(=O)N2CCCCC2)ccc1N1CCOCC1 (stereo not drawn)	-11	0	12	-20	6	-5	14	-17	-8	8	8
Fc1cc(F)cc(Nc2nc(Cl)nc(NC3CCCC3)n2)c1	17	3	-8	29	-24	-22	38	47	13	-9	-3
Brc1ccc(-c2nc3ncccn3c2Nc2ccc3c(c2)OCCO3)o1	-19	-4	3	-26	4	10	-5	21	-35	-28	-56
COc1ccc(OC)c(/C=C/C(=O)OCC(=O)N2CCCC2)c1	13	1	9	8	9	7	15	-6	-1	-8	-4
COc1ccccc1N1CCN(S(=O)(=O)c2cc3c(cc2C)NC(=O)CO3)CC1	7	4	-46	-3	.	-9	-9	-31	-16	29	13

One compound at a time, as listed above. Order of screens: C8 TRAIL sens	NR2E3 ag-1	Shn3 3UTR inh	TROY NFkB inh	TRPM1 prom inh	KKLEB tox	CF NFkB block	TWEAK Fn14 block	NR2E3 ag-2	Peg3 prom inh	HIF-2a inh
Shown for CCC(C)(C)NC(=O)CN(C(=O)CNS(=O)(=O)c1ccccc1)c1ccc2c(c1)OCCO2 → -10	3	-3	15	5	-3	-13	21	-5	17	10
Shown for CC(C)NC(=O)COC(=O)c1ccccc1Oc1ccccc1 → 3	3	9	12	-4	2	8	-7	-4	12	9
Shown for Fc1cc(F)cc(Nc2nc(Cl)nc(NC3CCCC3)n2)c1 → 17	3	-8	29	-24	-22	38	47	13	-9	-3
Shown for COc1ccccc1N1CCN(S(=O)(=O)c2cc3c(cc2C)NC(=O)CO3)CC1 → 7	4	-46	-3	.	-9	-9	-31	-16	29	13

Following part.
SMILES	C8 TRAIL sens	NR2E3 ag-1	Shn3 3UTR inh	TROY NFkB inh	TRPM1 prom inh	KKLEB tox	CF NFkB block	TWEAK Fn14 block	NR2E3 ag-2	Peg3 prom inh	HIF-2a inh
O=C(CN1C(=O)NC2(CCCC2)C1=O)OCCOc1ccccc1	-2	1	7	-1	-5	0	-4	-1	17	4	-9
CC(C)(C)C(=O)Nc1nc2cc3c(cc2s1)OCO3	16	-5	43	-30	-81	-1	-18	19	-179	-298	-322
O=C(Nc1ccc(OC(F)(F)F)cc1)Nc1cccnc1	-23	7	2	-29	-9	-7	9	-6	4	-41	-79
CC1(C)CC(=O)c2cc(OCC(=O)NCCN3CCOCC3)ccc2O1	-19	5	12	-2	-4	7	-6	0	-8	12	13
COc1cccc(/C=C2/SC(=O)N(C)C2=O)c1OCc1ccc(C(=O)O)cc1	-1	0	1	8	-14	7	-21	-13	-1	5	18
COc1ccc(OCC(=O)Nc2ccccc2C(=O)NC2CC2)cc1	6	2	4	4	3	-4	3	-1	3	0	15
CCOC(=O)C1CCN(C(=O)COC(=O)c2ccc3[nH]c4c(c3c2)CCCC4)CC1	-2	-5	-6	4	-1	-1	24	-16	-4	-18	-6
O=C(NC1CCCC1)c1cccnc1N1CCCCCC1	-1	2	-4	-20	2	4	5	-10	-11	2	11
CCOC(=O)c1oc2ccccc2c1CSc1nnc(-c2ccco2)o1	-6	-3	2	2	6	-10	-3	59*	-12	3	14
COc1ccc(C)cc1NC(=O)Nc1cnccn1	1	7	13	9	-6	4	5	2	-9	-18	-16
CCOC(=O)C1CCN(C(=O)Cn2cccc2C(=O)c2ccccc2)CC1	-3	4	-4	-7	-1	2	-4	16	-2	12	5
CCOc1ccc(C(=O)/C=C/c2ccccc2C(F)(F)F)cc1	0	1	-29	-64	2	0	-5	-47	-19	-150	-138
CCN(CC(=O)Nc1c(F)cccc1F)C(=O)CCc1ccc(OC)cc1	-1	2	8	-39	2	-2	-13	1	-6	11	5
CCOC(=O)Nc1ccc2c(c1)N(C(=O)CN1CCN(CCO)CC1)c1ccccc1CC2	-7	5	12	-6	7	-8	15	6	-12	3	7
Cc1[nH][nH]c(=O)c1C=NCc1ccc(Cl)cc1	5	-4	-21	-5	13	-11	0	-22	-26	-1	14
O=S(=O)(c1ccccc1)c1ccc(N2CCCCCC2)cc1	-11	1	-17	-12	-15	-5	16	-22	2	-2	-38
Nc1nc(NC(=O)c2ccccc2Cl)nn1-c1ccccc1	5	-1	.	10	.	-8	-9	3	18	-13	-16
Cc1cccc(NC(=O)CN(CC2CCCO2)C(=O)c2cc3ccccc3o2)c1C (stereo not drawn)	-14	.	-1	-15	-7	7	13	-27	-10	-51	-52
O=C(CN(Cc1ccccc1)S(=O)(=O)c1ccc2c(c1)OCCO2)N/N=C/c1ccc(F)cc1	-26	-2	7	9	-5	6	-11	7	-9	36	17
CC(=O)OC1C(=O)N(Cc2ccccc2)C1c1ccc(C)cc1 (stereo not drawn)	-1	.	0	6	-4	4	4	0	-15	10	15
O=C(CC(NS(=O)(=O)c1ccc(Cl)cc1)c1ccco1)NCc1cccnc1 (stereo not drawn)	-6	0	4	-8	4	3	-10	4	-14	6	8
CN(C)S(=O)(=O)c1ccc(C(=O)N2CCN=C2SCc2cccnc2)cc1	-6	3	7	36	6	-4	4	4	11	28	22
